Screening results as filed in PubChem BioAssay.
NOD2 RIPK2 PPI = NOD2-RIPK2 protein interaction inhibition; inhibition, % at 4.98 µM; O43353; 360,000 compounds, 0.38% hits; CHO BLA complementation NOD2-RIPK2, CCF4 ratio; in the data active means inhibition above about 21%;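 further: 0% = vehicle only and 100% = reference blocker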
ABHD5 PLIN5 PPI = blocks binding of human ABHD5 to perilipin-5; Q00G26+Q8WTS1; Split G. princeps luciferase complementation, luminescence, 4 h; inhibition, % at 4 µM; 360,000 compounds, 0.78% hits; AID 602281;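 active means inhibition above the mean inhibition across every tested compound plus 3 SD, cut at about 22% in these data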;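 further: 0% = DMSO only wells and the 100% control is not disclosed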
NCOA1 inh = inhibits human SRC1 coactivator. Q15788. HEK293 GAL4-SRC1 luciferase reporter, luminescence. inhibition, % at 3.6 µM. 360,000 compounds, 0.12% hits. AID 588354;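 active means inhibition above the campaign mean plus 3 SD, with each screening campaign given its own cutoff, cut at about 60% in these data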;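 further: 0% = DMSO treated cells and 100% = gossypol at 36 µM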
Target sequence (Q15788 whole entry, looked up, the tested form may be a part): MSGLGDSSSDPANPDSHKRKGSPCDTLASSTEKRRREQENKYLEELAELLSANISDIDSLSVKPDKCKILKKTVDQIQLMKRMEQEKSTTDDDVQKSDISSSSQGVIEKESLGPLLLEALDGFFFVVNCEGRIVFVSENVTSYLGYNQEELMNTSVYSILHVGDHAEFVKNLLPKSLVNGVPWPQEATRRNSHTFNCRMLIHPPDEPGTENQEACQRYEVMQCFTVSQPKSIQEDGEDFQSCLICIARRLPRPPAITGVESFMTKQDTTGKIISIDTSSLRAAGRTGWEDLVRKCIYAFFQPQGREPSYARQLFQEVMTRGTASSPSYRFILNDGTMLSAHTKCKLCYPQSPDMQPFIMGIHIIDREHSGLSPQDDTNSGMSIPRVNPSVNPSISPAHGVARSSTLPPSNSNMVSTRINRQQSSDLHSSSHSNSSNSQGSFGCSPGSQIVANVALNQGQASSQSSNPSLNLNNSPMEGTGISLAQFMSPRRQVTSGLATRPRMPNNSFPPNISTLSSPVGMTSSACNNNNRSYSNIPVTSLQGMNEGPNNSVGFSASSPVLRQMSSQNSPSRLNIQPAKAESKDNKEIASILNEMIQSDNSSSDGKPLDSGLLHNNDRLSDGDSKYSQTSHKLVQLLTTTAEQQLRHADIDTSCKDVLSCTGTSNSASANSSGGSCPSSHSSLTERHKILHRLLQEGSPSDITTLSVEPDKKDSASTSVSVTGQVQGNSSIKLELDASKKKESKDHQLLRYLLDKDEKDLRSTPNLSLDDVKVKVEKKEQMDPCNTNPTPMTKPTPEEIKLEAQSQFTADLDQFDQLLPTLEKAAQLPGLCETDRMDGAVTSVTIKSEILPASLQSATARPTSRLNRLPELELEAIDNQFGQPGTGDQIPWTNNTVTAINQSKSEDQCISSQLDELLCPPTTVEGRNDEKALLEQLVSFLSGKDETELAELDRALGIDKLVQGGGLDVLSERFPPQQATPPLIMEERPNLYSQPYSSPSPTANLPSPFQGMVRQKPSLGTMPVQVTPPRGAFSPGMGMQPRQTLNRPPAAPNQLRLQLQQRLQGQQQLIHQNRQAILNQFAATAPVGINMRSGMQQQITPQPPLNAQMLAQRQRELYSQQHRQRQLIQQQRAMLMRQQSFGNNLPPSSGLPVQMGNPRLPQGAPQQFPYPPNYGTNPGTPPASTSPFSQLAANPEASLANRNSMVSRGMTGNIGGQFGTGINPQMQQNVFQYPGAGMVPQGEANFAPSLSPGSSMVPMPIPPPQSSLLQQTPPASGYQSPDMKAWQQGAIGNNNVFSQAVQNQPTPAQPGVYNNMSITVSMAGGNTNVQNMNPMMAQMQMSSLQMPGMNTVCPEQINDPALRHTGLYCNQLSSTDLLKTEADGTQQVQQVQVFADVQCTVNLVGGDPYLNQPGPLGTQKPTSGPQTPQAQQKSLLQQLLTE
SRC3 inh = human NCOA3 inhibition; HEK293 GAL4-SRC3 luciferase reporter, luminescence; inhibition, % at 3.6 µM; 360,000 compounds, 0.17% hits;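 active means inhibition above a per-campaign cutoff, the mean of all compounds plus 3 SD, cut at about 60% in these data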;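 further: 0% = DMSO-treated cells and 100% = gossypol-treated cells at 36 µM; higher means less SRC3-driven luciferase light from the GAL4 reporter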
EBV LMP1 NFkB = reduces LMP1-driven NF-kappaB luciferase signal. inhibition, % at 12.5 µM. LMP1-induced NF-kappaB luciferase reporter cells, luminescence. 350,000 compounds, 0.69% hits. AID 504558; in the data active means inhibition above about 41%;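 further: 0% = neutral control wells and 100% = reference inhibitor control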
LRH-1 inv ag = inverse agonists of human LRH-1 (NR5A2); O00482; HEK293T StAR-luciferase reporter, LRH-1 transfected, 24 h; inhibition, % at 3.6 µM; 360,000 compounds, 0.13% hits;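 active means inhibition above the mean inhibition of all tested compounds plus 3 SD, cut at about 73% in these data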;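 further: 0% = DMSO wells and 100% = reporter-only cells lacking LRH-1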
SRC2 inh = human SRC2 (NCOA2) inhibition | inhibition, % at 9 µM | 370,000 compounds, 0.17% hits | HEK293 GAL4-SRC2 luciferase reporter, luminescence;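 active means inhibition above the mean inhibition of all tested compounds plus 3 SD, set per campaign, cut at about 52% in these data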;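 further: 0% = DMSO treated cells and 100% = cells given Gossypol at 36 µM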
MC4R antag cAMP = blocks human MC4R cAMP signaling | P32245 | MC4R-expressing cells, MTII-stimulated cAMP, LANCE TR-FRET | inhibition, % at 6.5 µM | 360,000 compounds, 0.48% hits;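 active means inhibition above its plate's cutoff, the mean of tested wells on that plate plus 3 SD, cut at about 29% in these data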;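 further: 0% = Melanotan II alone and 100% = Melanotan II plus saturating MCL0020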
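Material: human MC4R-expressing U2OS cells. Probe or stimulus: Melanotan II challenge. Dosing: 6.5 µM single dose. Times: 30-min compound, 1-h challenge, 1-h detection, room temperature. Technique: TR-FRET with Eu-cAMP and labeled anti-cAMP, 671 nm. Replication: singlicate.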
TLR9-MyD88 block = inhibitors of human TLR9-MyD88 binding; Q9NR96+Q99836; CHO BLA complementation TLR9-MyD88, CCF4 FRET ratio; inhibition, % at 4.98 µM; 340,000 compounds, 0.21% hits; AID 504734;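 active means inhibition above the mean over all tested compounds plus 3 SD, cut at about 21% in these data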;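 further: 0% = DMSO only wells and 100% = clavulanate BLA inhibitor control wells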
MC4R ag barr = agonists of human melanocortin 4 receptor (MC4R) beta-arrestin. U2OS MC4R beta-arrestin complementation, luminescence; percent of melanotan II response, DMSO zero. 360,000 compounds, 0.98% hits. AID 540308. activation, % at 8.9 µM;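 active means activation above a per-plate cutoff, the mean activation of sample wells on that plate plus 3 SD, cut at about 8% in these data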
NR2F2 inh = NR2F2 (human) inhibition, primary screen | P24468 | HEK293T NGFI-A luciferase reporter, luminescence | inhibition, % at 8.6 µM | 370,000 compounds, 0.7% hits;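 active means inhibition above a per-plate cutoff, mean inhibition of test wells between control levels plus 3 SD, cut at about 38% in these data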;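 further: cells cotransfected with COUP-TFII expression vector driving the NGFI-A reporter; 0% = median of COUP-TF2 test wells and 100% = reporter-only cells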
An asterisk follows results filed as active; / = no result given.

cpd	NOD2 RIPK2 PPI	ABHD5 PLIN5 PPI	NCOA1 inh	SRC3 inh	EBV LMP1 NFkB	LRH-1 inv ag	SRC2 inh	MC4R antag cAMP	TLR9-MyD88 block	MC4R ag barr	NR2F2 inh	Compound
1	2	-3	4	-16	/	-24	-14	1	/	1.3	-1	O=C(NCc1ccc(F)cc1)c1cc(C2CCCCN2S(=O)(=O)c2cccs2)on1 (configuration not stated)
2	1	12	-16	1	0	-13	-11	13	6	-2.6	11	CSc1nc2nc(C)c(CCC(=O)OCC(=O)Nc3ccc(F)cc3)c(C)n2n1
3	-10	-4	-4	-2	-2	-3	31	12	-14	-0.9	4	O=C(CN(Cc1ccco1)C(=O)CNS(=O)(=O)c1ccc(Cl)cc1)NCc1ccco1
4	-3	0	-4	5	-4	-16	-2	1	-12	-1.2	0	CC1=NN(c2ccccc2)C(=O)/C1=C\c1c(C)[nH]n(-c2ccccc2)c1=O
5	22*	1	-5	12	-7	-25	-61	5	-1	-0.1	17	CCOc1ccc(-c2cc(N)n(S(=O)(=O)c3cccc4nsnc34)n2)cc1
6	6	4	-21	-7	-1	-35	-7	3	-2	-0.5	-3	O=C(Nc1c(Cl)cccc1Cl)c1cc(-c2ccco2)on1
7	-8	-7	-16	-13	3	-6	-11	7	-12	-1.5	-17	COc1ccccc1CNC(=O)CN1C(=O)NC2(CCCc3ccccc32)C1=O (configuration not stated)
8	0	14	-2	-17	6	-3	-6	-2	0	1.0	6	O=C(CC1C(=O)NCCN1Cc1cccc(Oc2ccccc2)c1)NCCc1ccccn1 (configuration not stated)
9	1	-1	-28	-26	-4	-85	-34	2	0	-0.3	5	CC1C(=O)Nc2ccc(S(=O)(=O)N3CCc4ccccc4C3)cc2NC1=O (configuration not stated)
10	2	-1	4	17	/	-12	3	/	/	/	0	CCOC1=C2CN(S(=O)(=O)c3ccc(Cl)cc3)[C@H](c3ccccc3)C[C@@H]2N(S(=O)(=O)c2ccc(C)cc2)[C@H](c2ccccc2)C1
11	-5	-7	-4	-2	46*	0	-7	2	1	-0.8	4	CCOc1ccc(N2CC(O)=C(c3nc4ccccc4c(=O)[nH]3)C2=N)cc1
12	-1	-7	-9	20	5	6	5	8	-8	-2.4	13	O=C(CN(C(=O)c1cc2c(s1)CCC2)C1CCCC1)NCc1cccs1
13	-2	12	-11	-4	0	-18	/	12	-7	-0.8	/	CC[C@]12c3[nH]c4cc(-c5ccco5)ccc4c3CCN1C(=O)[C@@H](CC(=O)NC/C=C(\C)CCC=C(C)C)C[C@@H]2C(=O)N1CCN(C(=O)c2ccco2)CC1
14	-9	2	-35	4	-4	-4	-3	14	-9	-3.2	16	O=C(NCCN1CCN(C(=O)c2ccc(Br)cc2)CC1)c1ccc(Br)cc1
15	0	1	-14	10	5	13	-5	-4	2	-2.3	20	O=C(c1ccco1)N1N=C2CCCCCC2C1(O)C(F)(F)F (configuration not stated)
16	-2	-10	-22	1	-8	-10	0	9	-5	-1.5	3	Cc1ccnc(NS(=O)(=O)c2ccc(-n3cccn3)cc2)c1
17	6	-3	15	0	6	-13	-13	27	-5	0.1	-14	CCCCOc1nc2c(c(=O)n(C)c(=O)n2C)n1C
18	1	-6	-15	-17	-2	-8	-4	5	1	0.9	-12	COc1ccc(N/C=C/C(=O)c2ccc(OC)c(OC)c2)cc1
19	-1	1	-12	2	-16	9	-2	-1	-3	-2.5	-22	O=C(CCC(=O)c1cccs1)NCCc1ccc(F)cc1
20	5	-3	3	0	4	16	-9	-6	-8	0.3	16	CC(C)(C)C1CCc2c(sc(NC(=O)c3cc(C4CC4)on3)c2C#N)C1 (configuration not stated)
21	-11	-2	3	9	-5	-4	17	2	-3	0.6	-4	O=C(CNC(=O)/C(=C/c1ccccc1)NC(=O)c1ccc(Br)cc1)OCc1ccccc1
22	-31	9	7	12	8	17	-20	2	0	0.1	4	CCCCCCC[C@H](N)[C@H](O)C(=O)N(C)[C@@H](CCS(C)=O)C(=O)N[C@@H](Cc1ccc(O)cc1)C(=O)N[C@@H](Cc1ccc(O)cc1)C(=O)O (some centres not stated)
23	-4	9	-13	4	-4	3	-19	-3	0	-1.6	6	CC1OC(OCC2OC(Oc3c(-c4ccc(O)cc4)oc4cc(O)cc(O)c4c3=O)C(O)C(O)C2O)C(O)C(O)C1O (configuration not stated)
24	1	-5	-8	9	5	9	1	6	-2	2.0	3	COC(=O)c1ccc(OCC(O)CN2CCc3cc(OC)c(OC)cc3C2c2ccccc2)cc1 (configuration not stated)
25	-1	0	-18	10	1	-9	3	-1	-23	-1.0	12	CC1(C)CC(=O)C(Sc2ccccc2[N+](=O)[O-])=C(O)C1

Given with bars between the fields: entries from further up
No. | SMILES | NOD2 RIPK2 PPI | ABHD5 PLIN5 PPI | NCOA1 inh | SRC3 inh | EBV LMP1 NFkB | LRH-1 inv ag | SRC2 inh | MC4R antag cAMP | TLR9-MyD88 block | MC4R ag barr | NR2F2 inh
19 | O=C(CCC(=O)c1cccs1)NCCc1ccc(F)cc1 | -1 | 1 | -12 | 2 | -16 | 9 | -2 | -1 | -3 | -2.5 | -22
20 | CC(C)(C)C1CCc2c(sc(NC(=O)c3cc(C4CC4)on3)c2C#N)C1 (configuration not stated) | 5 | -3 | 3 | 0 | 4 | 16 | -9 | -6 | -8 | 0.3 | 16

(list continues)
cpd	NOD2 RIPK2 PPI	ABHD5 PLIN5 PPI	NCOA1 inh	SRC3 inh	EBV LMP1 NFkB	LRH-1 inv ag	SRC2 inh	MC4R antag cAMP	TLR9-MyD88 block	MC4R ag barr	NR2F2 inh	Compound
26	-6	-6	1	6	-5	0	23	23	-10	-0.3	14	Cc1ccc(NC(=O)c2ccccc2NS(=O)(=O)c2ccc(Cl)s2)cc1
27	0	-1	-70	-69	-24	-104	-42	3	1	-4.3	-51	Cc1ccc(-c2nn(-c3ccccc3)cc2/C=N/NC(=O)c2ccncc2)o1
28	0	-25	-22	-14	7	5	-16	2	-4	-0.1	-33	Cc1ccc(NC(=S)NNC(=S)Nc2ccc(C)cc2C)cc1
29	-1	-7	11	-36	-17	15	-22	4	13	-0.2	4	COc1ccc(C)cc1NC(=O)CSc1nc2ccccc2nc1N1CC(C)OC(C)C1 (configuration not stated)
30	-10	-6	4	-1	-3	3	-9	15	-5	-0.1	-8	C=CCn1c(SCc2ccc(C#N)cc2)nnc1-c1cccc(Cl)c1
31	-4	1	7	9	-22	-10	2	-4	-9	-1.7	-1	NC(=O)C[n+]1cccc2ccccc21
32	-6	0	-8	-6	-6	35	-6	2	-1	-1.4	-3	Cc1cccc[n+]1CC(=O)Nc1ccc([N+](=O)[O-])cc1Cl
33	-3	-1	-11	-17	-1	-1	12	0	8	-0.3	10	CCCC1Cc2c(sc3ncnc(N)c23)CO1 (configuration not stated)
34	-10	-1	9	-13	0	16	-8	-2	-5	-1.7	20	Cc1ccc(-c2nnc(SCC(=O)N(CC(C)C)c3c(N)n(Cc4ccccc4)c(=O)[nH]c3=O)n2N)cc1
35	-2	-3	-26	-18	1	-8	-29	6	5	0.1	-4	O=C(NC1CC1)c1cc2ccccc2o1
36	-7	5	-3	-20	-3	10	-13	4	7	-0.5	-11	COc1ccc(N2C(=O)CC(Nc3cccc([N+](=O)[O-])c3)C2=O)cc1 (configuration not stated)
37	-2	1	2	-5	9	3	6	1	3	-0.3	-12	Cc1nc(-c2ccc(NC(=O)C(C)(C)C)cc2)c(-c2ccccc2)o1
38	-1	3	-2	15	-1	3	-31	0	-21	0.3	-1	CC(/C=C1\SC(=S)N(CC(=O)N2CCN(c3ccccc3)CC2)C1=O)=C\c1ccccc1
39	0	2	0	-2	/	-15	-1	8	/	1.1	-8	CCOC(=O)C1(C)CCN1C(=O)c1ccc(Cl)cc1Cl (configuration not stated)
40	-3	-1	-6	1	-1	-7	-12	35*	-1	1.8	3	O=C(CNS(=O)(=O)c1ccc2ccccc2c1)OCc1nnc(-c2ccccc2)o1
41	-4	1	-13	22	-4	-5	10	2	-3	1.4	-5	CCCSc1cc(N2CCCC2)nc(-c2ccccc2)n1
42	6	2	5	-18	7	3	-24	13	-4	2.3	-7	COc1ccc(OC)c(-n2c(SC)nnc2-c2c[nH]c3ccccc23)c1
43	-5	-1	-6	8	-1	6	-19	10	9	-1.5	7	CCOC(=O)Cc1csc(NC(=O)CSc2nnc(C)n2C)n1
44	-10	-9	8	10	1	-13	3	3	-8	-1.2	4	Cc1ccccc1N1C(=O)CN(Cc2sccc2C)C1=S
45	-15	2	-28	-13	-1	29	-11	12	5	-1.1	-12	Cc1nn(-c2ccccc2)c(C)c1C(=O)OCC(=O)Nc1ccc(C(N)=O)cc1
46	-4	4	3	8	1	8	-6	9	1	0.4	-17	Cn1c(=O)c2sccc2n2c(CCCC(=O)NCc3ccc4c(c3)OCO4)nnc12
47	-3	3	2	9	9	-10	-15	24	-6	0.1	7	CN(c1ccc(OCC(=O)OCC(=O)Nc2ccccc2)cc1)S(=O)(=O)c1ccc(F)cc1

Whole records from above.
Listed for `Cc1nc(-c2ccc(NC(=O)C(C)(C)C)cc2)c(-c2ccccc2)o1` = NOD2 RIPK2 PPI = -2; ABHD5 PLIN5 PPI = 1; NCOA1 inh = 2; SRC3 inh = -5; EBV LMP1 NFkB = 9; LRH-1 inv ag = 3; SRC2 inh = 6; MC4R antag cAMP = 1; TLR9-MyD88 block = 3; MC4R ag barr = -0.3; NR2F2 inh = -12
Listed for `Cc1ccc(-c2nn(-c3ccccc3)cc2/C=N/NC(=O)c2ccncc2)o1` = NOD2 RIPK2 PPI = 0; ABHD5 PLIN5 PPI = -1; NCOA1 inh = -70; SRC3 inh = -69; EBV LMP1 NFkB = -24; LRH-1 inv ag = -104; SRC2 inh = -42; MC4R antag cAMP = 3; TLR9-MyD88 block = 1; MC4R ag barr = -4.3; NR2F2 inh = -51
Listed for `CN(c1ccc(OCC(=O)OCC(=O)Nc2ccccc2)cc1)S(=O)(=O)c1ccc(F)cc1` = NOD2 RIPK2 PPI = -3; ABHD5 PLIN5 PPI = 3; NCOA1 inh = 2; SRC3 inh = 9; EBV LMP1 NFkB = 9; LRH-1 inv ag = -10; SRC2 inh = -15; MC4R antag cAMP = 24; TLR9-MyD88 block = -6; MC4R ag barr = 0.1; NR2F2 inh = 7

This is a subset. The share of hits here may be higher or lower than overall.
